# Screens (PubChem)
# pAkt inh: Akt phosphorylation inhibition | Neuro2A IGF-stimulated pAkt S473 HTRF, 20 min; hits give low values | activity change, % for hits at 50 µM | hit rate 0.32% among 360,000; in the data active = activity change below about -80%; inconclusive = mostly about -51% to -80%; also: % is scaled to controls: 0 for no effect and ±100 for the full control effect
#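 Neuro2A cells in DMEM with 0.5% FBS, overnight at 37 deg C, given compound at single 50 µM final, then IGF (6 nM final) for 20 min at 37 deg C. Lysed; phospho-Akt Ser473 by HTRF after 24 h, 665/615 ratio.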
# Abeta rescue: A-beta toxicity reversal in yeast; yeast expressing A-beta42, growth rescue, OD600, 48 h; response scale: 0% DMSO, 100% iron-clioquinol control; Potency, µM (highest dose often 46.1 µM), inactives show top-dose growth rescue, usual class: activators; hit rate 0.063% among 410,000; AID 1347071; active = well fitted activation curve with a large enough effect; inconclusive = small, poorly fitted or top-dose-only effect; inactive = no such curve, though single readings can be large or run the other way; also: potency is read from the fitted curve at half-maximal effect; nearly all actives have a fitted effect of over 55% in size
#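 Growth rescue measured by 600 nm absorbance after 48 h yeast culture at 30 C with compound. Values normalized between DMSO and an equimolar ferric chloride plus clioquinol control.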
# An asterisk follows results filed as active; i = inactive; ? = inconclusive.
SMILES,pAkt inh,Abeta rescue
O=C(Nc1ccc2ccccc2c1)C(C1CC1)n1c(=O)c(-c2cc3ccccc3[nH]2)nc2ccccc21 (stereo unspecified),i,-3%
CO[C@@H]1CN(C)C(=O)c2cc(NC(=O)Nc3cc(F)ccc3F)ccc2OC[C@H](C)NC[C@@H]1C,i,0%
CCOC(=O)[C@]12CCCC=C1N(Cc1ccccc1)C(=O)[C@H](CC(=O)NCCCCc1ccccc1)C2,i,-12%
O=C(C[C@@H]1CC[C@@H]2[C@H](COC[C@H](O)CN2CCC(F)(F)F)O1)NCc1ccc2c(c1)OCO2,i,-2%
CCCCCCCCN1C(=O)[C@H](CC(=O)N2CCC(c3ccccc3)CC2)C[C@@]2(C(=O)OC)CC(C)(C)CC=C12,i,3%
CC(C)(C)OC(=O)N1CCc2onc(-c3ccc(-n4cc(C5=CCCCC5)nn4)cc3)c2C1=O,i,-5%
N#Cc1ccc(C2CC(OCCF)=CC(=O)O2)cc1 (stereo unspecified),i,-17%
COc1cccc(C2CC(OCCF)=CC(=O)O2)c1 (stereo unspecified),i,-14%
CSCCC(C(=O)Nc1c(C)cccc1C)n1c(-c2ccc(C(F)(F)F)cc2)nc2ccccc21 (stereo unspecified),i,-11%
COC1=CC(=O)OC(c2cccc(OC)c2)C1 (stereo unspecified),i,4%
CCCCNC(=O)c1nc(-c2ccncc2)oc1-c1ccc(OC(F)(F)F)cc1,i,?
Cc1ccccc1CN1C(=O)CN(S(C)(=O)=O)CC1(C)C(=O)NC(C)C (stereo unspecified),i,-4%
COc1ccccc1-c1nc2ccccc2n(CC(C)C)c1=O,i,-4%
COc1ccc(C2=Nc3ccccc3N(C(=O)Cc3cc(OC)cc(OC)c3)C2C(=O)NC(C)(C)C)cc1 (stereo unspecified),i,-1%
O=C(NC1CCCC1)c1nc(-c2c(F)cccc2F)oc1-c1ccccc1,i,2%
COc1ccc(NC(=O)C(c2ccc(OC)cc2)n2c(=O)c(-c3ccco3)nc3ccccc32)cc1 (stereo unspecified),i,12%
COc1ccc(OC)c(CN2C(=O)CN(S(C)(=O)=O)CC2(C)C(=O)NC(C)C)c1 (stereo unspecified),i,-12%
CO[C@H]1CN(C)C(=O)c2cc(NC(=O)C3CCCC3)ccc2OC[C@@H](C)NC[C@H]1C,i,-4%
O=C(Nc1c(-c2ccccc2)[nH][nH]c1=O)c1ccc2c(c1)OCO2,i,0%
CCOC(=O)[C@]12CCCC=C1N(Cc1ccccc1)C(=O)[C@H](CC(=O)NCCCOC)C2,i,-10%

# Some of the entries above, set out differently:
# The line under a structure holds: pAkt inh, Abeta rescue
CC(C)(C)OC(=O)N1CCc2onc(-c3ccc(-n4cc(C5=CCCCC5)nn4)cc3)c2C1=O
  i, -5%
N#Cc1ccc(C2CC(OCCF)=CC(=O)O2)cc1 (stereo unspecified)
  i, -17%
COc1cccc(C2CC(OCCF)=CC(=O)O2)c1 (stereo unspecified)
  i, -14%
CSCCC(C(=O)Nc1c(C)cccc1C)n1c(-c2ccc(C(F)(F)F)cc2)nc2ccccc21 (stereo unspecified)
  i, -11%
COC1=CC(=O)OC(c2cccc(OC)c2)C1 (stereo unspecified)
  i, 4%
CCCCNC(=O)c1nc(-c2ccncc2)oc1-c1ccc(OC(F)(F)F)cc1
  i, ?
Cc1ccccc1CN1C(=O)CN(S(C)(=O)=O)CC1(C)C(=O)NC(C)C (stereo unspecified)
  i, -4%
COc1ccccc1-c1nc2ccccc2n(CC(C)C)c1=O
  i, -4%
COc1ccc(C2=Nc3ccccc3N(C(=O)Cc3cc(OC)cc(OC)c3)C2C(=O)NC(C)(C)C)cc1 (stereo unspecified)
  i, -1%
O=C(NC1CCCC1)c1nc(-c2c(F)cccc2F)oc1-c1ccccc1
  i, 2%
COc1ccc(NC(=O)C(c2ccc(OC)cc2)n2c(=O)c(-c3ccco3)nc3ccccc32)cc1 (stereo unspecified)
  i, 12%
COc1ccc(OC)c(CN2C(=O)CN(S(C)(=O)=O)CC2(C)C(=O)NC(C)C)c1 (stereo unspecified)
  i, -12%
CO[C@H]1CN(C)C(=O)c2cc(NC(=O)C3CCCC3)ccc2OC[C@@H](C)NC[C@H]1C
  i, -4%
O=C(Nc1c(-c2ccccc2)[nH][nH]c1=O)c1ccc2c(c1)OCO2
  i, 0%
CCOC(=O)[C@]12CCCC=C1N(Cc1ccccc1)C(=O)[C@H](CC(=O)NCCCOC)C2
  i, -10%

# Further compounds follow.
SMILES,pAkt inh,Abeta rescue
Cc1ccc(N2CCN(C(C(=O)Nc3c(C)cccc3C)c3ccccc3OC(F)(F)F)CC2)cc1 (stereo unspecified),i,?
Cc1ccc(S(=O)(=O)C[C@@H]2OC[C@H](C(C)C)N2S(=O)(=O)c2ccc(C)cc2)cc1,i,4%
CCc1ccc(N2C=C(C(=O)OC)C(c3cccc4ccccc34)C(C#N)=C2N)cc1 (stereo unspecified),i,-13%
Cc1ccc(S(=O)(=O)N2C3CC(c4ccccc4)N(S(=O)(=O)c4ccccc4Cl)CC3C(=O)C[C@H]2c2ccccc2)cc1 (stereo partly specified),i,-4%
COc1ccc2cc(C3CC=C(CO)CN3S(=O)(=O)c3ccccc3[N+](=O)[O-])n(C(=O)OC(C)(C)C)c2c1 (stereo unspecified),i,13%
CN1CCN(C(=O)C[C@H]2CC[C@H]3[C@@H](COC[C@@H](O)CN3C(=O)C3CCCC3)O2)CC1,i,-3%
CC1(C(=O)Nc2ccc3c(c2)OCCO3)CN(S(C)(=O)=O)CC(=O)N1CCCN1CCOCC1 (stereo unspecified),i,3%
CC(C)CN1C(=O)CN(S(C)(=O)=O)CC1(C)C(=O)NC(C)C (stereo unspecified),i,-3%
CCCCCCCCCc1conc1C(=O)/C=C/c1oc2c(c1C)CCC(C)C2 (stereo unspecified),i,-9%
O=C(Nc1ccc2c(c1)OCCO2)C(c1ccccc1)n1c(=O)c(-c2ccco2)nc2ccccc21 (stereo unspecified),i,12%
COC(=O)C[C@H]1CC[C@H](NC(=O)Cc2ccccc2)[C@@H](CO)O1,i,-1%
COC(=O)[C@@]12C[C@@H](CC(=O)NCc3ccccc3)C(=O)N(Cc3ccc4c(c3)OCO4)C1=CCC(C)(C)C2,i,13%
CCOC(=O)N1CCN(C(=O)C[C@@H]2C[C@@]3(C(=O)OC)CCCCC=C3N(Cc3ccc4c(c3)OCO4)C2=O)CC1,i,3%
COC(=O)[C@@]12C[C@@H](CC(=O)N3CCN(C(=O)C4CC4)CC3)C(=O)N(Cc3ccco3)C1=CCC(C)(C)C2,i,-3%
CC(=O)N1CCN(C(C(=O)Nc2c(C)cccc2C)c2ccccc2OC(F)(F)F)CC1 (stereo unspecified),i,2%
CCC(C(=O)NCc1ccccc1)n1c(-c2cccs2)nc2ccccc21 (stereo unspecified),i,5%
COc1ccc(C(C(=O)Nc2c(C)cccc2C)N2CCN(C)CC2)cc1 (stereo unspecified),i,9%
CCCCCNC(=O)C(CCc1ccccc1)n1c(=O)c(-c2cc3ccccc3[nH]2)nc2ccccc21 (stereo unspecified),i,19%
CCc1c(-c2ccccc2F)ncn1Cc1cccc(-c2ccccc2)c1,i,-12%
Cc1csc(-c2nc3ccccc3n2C(C(=O)Nc2c(C)cccc2C)C2CC2)c1 (stereo unspecified),i,-5%
Cc1cccc(C)c1NC(=O)C1(C)CSCC(=O)N1CCc1ccc(O)cc1 (stereo unspecified),i,-8%
CC(C)(C)NC(=O)C(C1CC1)n1c(-c2ccccc2)nc2ccccc21 (stereo unspecified),i,-8%
CCCNC(=O)N[C@H]1CC[C@@H](CCn2cc(-c3cccc(F)c3)nn2)O[C@@H]1CO,i,3%
O=C(Nc1ccc2c(c1)OCCO2)C(c1ccc(C(F)(F)F)cc1)n1c(=O)c(-c2cc3ccccc3[nH]2)nc2ccccc21 (stereo unspecified),i,?
COC(=O)C[C@@H]1CC[C@H](NC(=O)CC2CC2)[C@@H](CO)O1,i,-10%
Nc1c(-c2ccc(F)c(F)c2)nc2ncccn12,i,-9%
CSCCC(c1nc2ccccc2[nH]1)n1c(-c2cc(C(F)(F)F)cc(C(F)(F)F)c2)nc2ccccc21 (stereo unspecified),i,-3%
CCOC(=O)[C@]12CCCC=C1N(Cc1ccccc1)C(=O)[C@H](CC(=O)NCC13CC4CC(CC(C4)C1)C3)C2,i,1%
O=C(C(=O)N1CCN(C(=O)c2ccco2)CC1)c1ccccc1,i,-4%
CCCCCNC(=O)C(c1ccc(-c2ccccc2)cc1)n1c(=O)c(-c2cc3ccccc3[nH]2)nc2ccccc21 (stereo unspecified),i,0%
O=C(Nc1ccc(F)cc1)C(c1ccncc1)N1CCN(C(=O)c2ccco2)CC1 (stereo unspecified),i,-14%
CCCCNC(=O)C(NC(=O)c1ccccc1)C(=O)c1ccccc1 (stereo unspecified),i,-3%
Cc1cccc(C)c1N1C(=O)c2ccccc2NC(=O)C1C(=O)NCCOc1ccccc1 (stereo unspecified),i,-1%
CC1(C(=O)NCc2ccccc2)CN(S(C)(=O)=O)CC(=O)N1Cc1cccs1 (stereo unspecified),i,-14%
C=CCOC(=O)Nc1nc(CCNC(=O)OC(C)(C)C)c(C(=O)OC)s1,i,-6%
CC(C)(C)NC(=O)C(c1ccc(C(F)(F)F)cc1)n1c(=O)c(-c2cc3ccccc3[nH]2)nc2ccccc21 (stereo unspecified),i,?
COc1cccc(Cn2c(C(C)n3c(C)nc4ccccc43)nc3ccccc32)c1 (stereo unspecified),i,6%
O=C(NC1CCCC1)C(C1CC1)n1c(C2CCCC2)nc2ccccc21 (stereo unspecified),i,-7%
Cc1cc2c(cc1C)-n1nnnc1C(N1CCN(c3ccccc3F)CC1)C(=O)N2 (stereo unspecified),i,-2%
COC(=O)C[C@H]1C=C[C@H](NS(=O)(=O)c2cn(C)cn2)[C@@H](CO)O1,i,0%

# Overlap with the part before: 2 entries; new compounds follow.
SMILES,pAkt inh,Abeta rescue
Cc1cc2c(cc1C)-n1nnnc1C(N1CCN(c3ccccc3F)CC1)C(=O)N2 (stereo unspecified),i,-2%
COC(=O)C[C@H]1C=C[C@H](NS(=O)(=O)c2cn(C)cn2)[C@@H](CO)O1,i,0%
CCOC(=O)[C@]12CCCC=C1N(Cc1ccccc1)C(=O)[C@H](CC(=O)N1CCOCC1)C2,i,-1%
COc1ccc(CN2C(=O)CN(S(C)(=O)=O)CC2(C)C(=O)Nc2c(C)cccc2C)cc1OC (stereo unspecified),i,-12%
COC(=O)[C@@]12C[C@@H](CC(=O)NCCCN3CCCC3=O)C(=O)N(Cc3cccc4ccccc34)C1=CCC(C)(C)C2,i,10%
Cc1ccc(CN2C(=O)CSCC2(C)C(=O)Nc2c(C)cccc2C)cc1 (stereo unspecified),i,-12%
N#Cc1ccc(C(C(=O)NC2CCCCC2)n2c(=O)c(-c3ccccc3)nc3ccccc32)cc1 (stereo unspecified),i,-3%
COc1ccc(C(C(=O)Nc2ccc3c(c2)OCCO3)n2c(=O)c(-c3cc4ccccc4[nH]3)nc3ccccc32)cc1 (stereo unspecified),i,24%
CCCCNC(=O)c1nc(C2CCN(S(=O)(=O)c3ccc(OC(F)(F)F)cc3)CC2)oc1-c1ccccc1,i,-18%
CC1(C(=O)Nc2ccc3c(c2)OCCO3)CN(S(C)(=O)=O)CC(=O)N1CC(F)(F)F (stereo unspecified),i,-12%
Cc1ccc(S(=O)(=O)N2[C@H](CC(=O)c3ccc(Cl)c(Cl)c3)OC[C@@H]2C(C)C)cc1,i,0%
COc1ccccc1-c1cn(CC[C@H]2CC[C@@H](NS(=O)(=O)c3ccccc3C)[C@@H](CO)O2)nn1,i,-8%
CC(=O)Nc1cccc(-c2nc3ccccc3n2C(C)C(=O)NC(C)(C)C)c1 (stereo unspecified),i,-3%
COC(=O)[C@@]12C[C@@H](CC(=O)NCC34CC5CC(CC(C5)C3)C4)C(=O)N(Cc3ccc4c(c3)OCO4)C1=CCC(C)(C)C2,i,17%
CN(Cc1ccccc1)C(=O)C(=O)c1ccccc1,i,5%
O=C(Nc1ccc2c(c1)OCCO2)C(C1CC1)n1c(=O)c(-c2cc3ccccc3[nH]2)nc2ccccc21 (stereo unspecified),i,-4%
CNC(=O)C[C@@H]1CC[C@@H]2[C@H](COC[C@H](O)CN2S(=O)(=O)c2ccccc2Cl)O1,i,-6%
COC(=O)[C@@]12C[C@@H](CC(=O)N3CCCC3)C(=O)N(CCc3ccc(OC)c(OC)c3)C1=CCC(C)(C)C2,i,-2%
CC1(C)CC(Cc2ccccc2C(F)(F)F)N(C(=O)OC(C)(C)C)C1 (stereo unspecified),i,2%
CCCCNC(=O)c1nc(-c2cnccn2)oc1-c1ccc(Cl)cc1,i,2%
O=C(NCc1ccccc1)C(CCc1ccccc1)n1c(=O)c(-c2ccccc2)nc2ccccc21 (stereo unspecified),i,-20%
CC(C)[C@H](NC(=O)OC(C)(C)C)c1cc(C(=O)NC2CC2)c(N)s1,i,-12%
CO[C@H]1CN(C)C(=O)c2ccc(NC(=O)C3CCC3)cc2OC[C@H](C)N(Cc2ccccn2)C[C@@H]1C,i,5%

# An excerpt. The share of hits here may be higher or lower than overall.
